Source: PubChem BioAssay
ASM inhibitor: blocks human secretory acid sphingomyelinase | P17405 | placental ASM, HMU-PC fluorogenic substrate, 60 min | Potency, µM (highest dose often 57.5 µM), for inactives: at the top dose activity change, negative = inhibition, most hits filed as inhibitors | 340,000 compounds, 0.006% hits | AID 504937; also: potency is read from the fitted curve at half-maximal effect
Target sequence (P17405 47-631 limits assumed): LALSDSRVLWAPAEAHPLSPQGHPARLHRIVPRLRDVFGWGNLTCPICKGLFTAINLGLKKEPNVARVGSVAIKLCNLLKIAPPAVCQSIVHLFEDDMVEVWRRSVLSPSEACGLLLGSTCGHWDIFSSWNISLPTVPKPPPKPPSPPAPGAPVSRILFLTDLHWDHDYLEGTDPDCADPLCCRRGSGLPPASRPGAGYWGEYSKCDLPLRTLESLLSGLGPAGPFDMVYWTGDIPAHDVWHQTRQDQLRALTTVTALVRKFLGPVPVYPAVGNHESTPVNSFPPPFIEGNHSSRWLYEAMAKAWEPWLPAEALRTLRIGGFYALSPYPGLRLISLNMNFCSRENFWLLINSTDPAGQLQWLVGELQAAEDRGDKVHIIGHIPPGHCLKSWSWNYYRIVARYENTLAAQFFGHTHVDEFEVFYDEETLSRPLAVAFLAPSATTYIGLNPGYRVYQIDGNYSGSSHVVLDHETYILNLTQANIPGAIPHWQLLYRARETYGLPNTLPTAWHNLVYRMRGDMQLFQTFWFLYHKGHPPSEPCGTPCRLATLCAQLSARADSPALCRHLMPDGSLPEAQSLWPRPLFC
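Fluorogenic HMU-PC substrate (9 uM final) is turned over by placental ASM in 60 min at 37 C after a 10 min compound preincubation. Reaction ended by alkaline stop (pH 10), with fluorescence read at 386/447 nm.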
Eya2 inh: blocks the phosphatase activity of human Eya2 | O00167 | recombinant Eya2, OMFP fluorescence dephosphorylation (OMFP is methylfluorescein phosphate) | Potency, µM (series often up to 76.9 µM), for inactives: at the highest dose activity, negative = inhibition, actives largely listed as inhibitors | 330,000 compounds, 0.006% hits; also: potency is read from the fitted curve at half-maximal effect; % is scaled to controls: 0 for no effect and ±100 for the full control effect
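Eya2 protein (added as 0.2 uM solution) was preincubated with compound for 10 min at ambient temperature in 50 mM HEPES pH 7.5, 50 mM NaCl, 5 uM MgCl2, 0.05% BSA, 1 mM DTT. OMFP (added at 50 uM) then reacted 10 min; fluorescence read at 485/525 nm.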
p53 reactivation: restores transcriptional activity of mutant p53 | H1299 p53-A138V BP100-luciferase reporter, luminescence, 24 h | Potency, µM (titrated, usually from 92.2 µM), for the others: top-dose activity change, positive = activation, usual class: activators | AID 504706 | 320,000 compounds, 0.063% hits; also: potency is read from the fitted curve at half-maximal effect; % of control where 0% means no effect; nearly all actives have a fitted effect of over 45% in size
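H1299 (p53-null), stable ts p53-A138V + BP100-Luc; 1000 cells/well, Opti-MEM/10% FBS; cpd 4 pt, 1:5; 24 h, 37 deg C, 5% CO2; detection reagent 10 min RT; luminescence.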
uPA generation: inhibitors of cell surface uPA generation. cell surface uPA generation assay, qHTS. Potency, µM (series often up to 38.3 µM), inactives show top-dose activity change, negative = inhibition, actives largely listed as inhibitors. 330,000 compounds, 0.31% hits; active = well fitted inhibition curve with a large enough effect; inconclusive = small, poorly fitted or top-dose-only effect; inactive = no such curve, though single readings can be large or run the other way; tested in mouse RAW 264.7 cells; also: potency is read from the fitted curve at half-maximal effect; % is scaled to controls: 0 for no effect and ±100 for the full control effect; nearly all actives have a fitted effect of over 55% in size
PTAP TSG101 blk: blocks PTAP/TSG101 interaction to inhibit HIV-1 budding | Fluorescence polarization, FITC-PTAP peptide / Tsg101 binding | 340,000 tested, under 10 active | Potency, µM (series often up to 115 µM), for inactives: at the highest dose activity change, negative = inhibition, usual class: inhibitors | Q99816; active = well fitted inhibition curve with a large enough effect in the main read-out, with a control signal flat, not every such curve was filed as active; inconclusive = small, poorly fitted or top-dose-only effect, or effect the other way, or a change in a side signal; inactive = no such curve, though single readings can be large or run the other way; also: potency is read from the fitted curve at half-maximal effect; % of control where 0% means no effect
Target sequence (Q99816 whole entry, looked up): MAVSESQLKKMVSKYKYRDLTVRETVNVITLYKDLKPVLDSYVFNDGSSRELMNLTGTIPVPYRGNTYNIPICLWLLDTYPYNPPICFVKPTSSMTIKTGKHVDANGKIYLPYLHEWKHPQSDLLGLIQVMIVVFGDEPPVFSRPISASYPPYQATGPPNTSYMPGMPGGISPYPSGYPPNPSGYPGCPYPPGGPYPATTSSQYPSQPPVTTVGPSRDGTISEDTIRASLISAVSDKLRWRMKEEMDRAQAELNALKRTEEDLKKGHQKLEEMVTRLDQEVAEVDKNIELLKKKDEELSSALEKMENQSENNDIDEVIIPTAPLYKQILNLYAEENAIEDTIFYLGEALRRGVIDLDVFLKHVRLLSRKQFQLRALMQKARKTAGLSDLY
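FP read-out: FITC-PTAP peptide, 50 nM final, binding Tsg101 binding domain, 10 uM final; 20 min, r.t.; 10 mM HEPES pH 7.5, 0.15 M NaCl, 0.01% Tween 20, 3 mM EDTA, 0.1 mM TCEP.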
TRPV1 ag: human TRPV1 agonism; 320,000 compounds, 0.19% hits; activation, % at 8.33 µM; Q8NER1; TRPV1-expressing cells, Fluo-8 calcium influx, agonist mode; in the data active = activation above about 80%; inconclusive = between about 30% and that limit; also: 0% is about no effect
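Cells expressing TRPV1 were dye-loaded with Fluo-8 and read kinetically: 10 s baseline, 3 min after compound (agonist portion), then 2 min after EC20 capsaicin (allosteric enhancer portion). Calcium-bound dye fluorescence at 480/520 nm.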
BRCA1 expr act: increases BRCA1 expression | MCF7-BRCA1-FFLuc reporter, luminescence, 48 h; response scale: scaled: vehicle 0%, 10 µM genistein 100% | Potency, µM (top dose mostly 46.1 µM), without a hit: at the highest dose activation, actives largely listed as activators | 380,000 compounds, 1.1% hits; also: potency is read from the fitted curve at half-maximal effect; nearly all actives have a fitted effect of over 80% in size; some results filed as inactive show a strong effect at the top dose
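Reporter cells (MCF7, BRCA1 promoter-firefly luciferase) received library compounds across a concentration series for 48 h. End-point luminescence was measured and concentration-effect curves derived after normalization.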
USP2a block: blocks human ubiquitin-specific protease USP2a. O75604. USP2 core, Ub-CHOP2 coupled fluorogenic reporter, 485/531. Potency, µM (doses to about 38.3 µM), for the others: at the top dose activity change, negative = inhibition, most hits filed as inhibitors. 330,000 compounds, 0.01% hits;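 also: potency is read from the fitted curve at half-maximal effect; plate controls were DMSO wells for no effect and full inhibition by NEM control for full effect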
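Cell-free coupled assay: 10nM USP2 core preincubated 30min RT with compound in Tris-HCl pH 8.0/CaCl2/CHAPS buffer, then 25nM Ub-CHOP2 and 25nM reporter substrate; fluorescence (Ex 485/Em 531) read after 60min RT, normalized to NEM inhibition, concentration-response curves fitted.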
ELG1 genotoxic: induces genotoxicity in HEK293T cells with luciferase-tagged ELG1 | HEK293T ELG1-luciferase reporter, luminescence, 16 h | 330,000 compounds, 1.3% hits | Potency, µM (series often up to 46 µM), inactives show top-dose activity change, positive = activation, hits mostly activators | AID 504466; also: potency is read from the fitted curve at half-maximal effect; % of control where 0% means no effect; nearly all actives have a fitted effect of over 60% in size
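ELG1-luciferase HEK293T cells, 2,000/well; compound pinned in; 16 hr, 37 °C, 5% CO2; ONE-Glo, 30 min RT; luminescence on CCD imager.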
B2AR arrestin: beta2AR (human) beta-arrestin recruitment activity | P07550 | beta-arrestin recruitment to beta2AR, cell-based reporter | Potency, µM (highest dose often 46.1 µM), for the others: at the highest dose activation, hits mostly activators | 330,000 compounds, 0.02% hits;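 also: potency is read from the fitted curve at half-maximal effect; 0% = DMSO controls and full agonism = EC100 isoproterenol or metaproterenol; nearly all actives have a fitted effect of over 65% in size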
a7 integrin act: activates integrin-mediated alleviation for muscular dystrophy. alpha7betagal myoblasts, beta-gal FDG fluorescence, 48 h. Potency, µM (top dose mostly 38.3 µM), inactives show top-dose activation, most hits filed as activators. 350,000 compounds, 0.064% hits;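 also: potency is read from the fitted curve at half-maximal effect; 100% = response of the positive control SU9516; nearly all actives have a fitted effect of over 60% in size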
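alpha7betagal+/- myoblasts (passage 13, 250/well) treated 48 h at 37C with compounds at 1:260 dilution of DMSO stock. Lysed, then beta-galactosidase activity read as FDG fluorescence (ex 480/em 540) after 30 min, with pre-read for autofluorescence.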
The depositor's hits bear a star; ? = inconclusive; . = not tested or not shown; & = joins results of further samples; [ ] = another dose, or the depositor's remark. Unless noted, calls follow the shape of the dose curve; as a rule, active = well fitted curve in the direction sought with a large enough effect; inconclusive = small, poorly fitted or top-dose-only effect, or another doubt; inactive = no such curve, though single readings can be large; an effect the other way counts as inactive or inconclusive.

compound	ASM inhibitor	Eya2 inh	p53 reactivation	uPA generation	PTAP TSG101 blk	TRPV1 ag	BRCA1 expr act	USP2a block	ELG1 genotoxic	B2AR arrestin	a7 integrin act
O=C1[C@H]2CC3C=CC2(O3)[C@@H]2OCCCN12 (stereo partly drawn)	3%	16%	5%	12%	-5%	-1	3%	0%	2%	0.0%	7%
COc1ccc(Cl)cc1NC(=O)CCN1C(=O)C2C3CCC(C3)C2C1=O (stereo not drawn)	0%	-5%	-6%	2%	1%	-4	7%	3%	0%	0.3%	-17%
Cc1cccc(N2CC(C(=O)Nc3nnc(SCC(=O)Nc4cc(C)on4)s3)CC2=O)c1 (stereo not drawn)	-3%	0%	2%	9%	2%	-2	-3%	0%	1%	-0.1%	0%
COc1ccc(C(C(=O)NC2CCCC2)N(C(=O)CNC(=O)c2ccco2)c2cccnc2)cc1 (stereo not drawn)	0%	-14%	4%	-13%	-2%	-2	1%	1%	5%	0.3%	?
CCOc1ccc(C(=O)NCc2ccncc2)cc1OCC	2%	-2%	-1%	1%	-7%	18	0%	-7%	3%	-1.0%	-28%
CCCn1c(SCC(=O)Nc2cccnc2Cl)n[nH]c1=O	3%	7%	-3%	7%	-4%	.	-7%	6%	1%	0.1%	0%
Cc1ccnc(NS(=O)(=O)c2ccc(NC(=O)c3ccc(S(=O)(=O)N4CCCC4)cc3)cc2)n1	9%	-10%	-2%	0%	-8%	1	7%	3%	0%	-0.2%	21%
O=C(Cc1ccc(S(=O)(=O)N2CCOCC2)s1)Nc1ccccc1N1CCOCC1	5%	-10%	3%	-2%	0%	3	-15%	-2%	-11%	0.0%	-6%
CCOc1ccc2[nH]c3c(NCCc4ccc(OC)c(OC)c4)ncnc3c2c1	-2%	-11%	-3%	0%	0%	?	-39%	-1%	-18%	-0.3%	?
COC(C(=O)Nc1ccnn1C1CCN(Cc2ccc(Cl)s2)CC1)c1ccccc1 (stereo not drawn)	2%	3%	-4%	4%	-1%	?	-28%	3%	-5%	-0.3%	-6%
O=C(O)c1ccc(N/N=C/c2cn(-c3ccccc3)nc2-c2cccs2)cc1	127%[activator]	1%	-7%	-11%	0%	-3	?	-13%	?	0.0%	-5%
CC(C)(O)C#Cc1ccc(CN2CCN(Cc3ccccc3)C(CCO)C2)s1 (stereo not drawn)	4%	0%	0%	1%	-7%	-3	3%	-4%	-5%	-0.4%	16%
Cc1csc(SCC(=O)Nc2cccc(C)c2C)n1	-2%	-1%	3%	-2%	3%	1	-2%	-1%	1%	0.0%	8%
NC(=O)c1ccc(NC(=O)COC(=O)/C=C/c2ccc(Br)o2)cc1	0%	8%	3%	5%	-2%	.	-4%	-2%	0%	-0.5%	-23%
O=C(COc1ccccc1)NCC(=O)N/N=C/c1cc(Br)ccc1OCc1ccccc1	-3%	-5%	13%	3%	-1%	0	-24%	-2%	-3%	0.4%	-10%
COc1ccc(S(=O)(=O)Nc2ccc3c(c2)C(=O)N([C@H](C)CO)C[C@H](C)[C@@H](CN(C)S(=O)(=O)c2ccccc2)O3)cc1	-9%	-26%	1%	1%	0%	.	0%	4%	-1%	0.2%	2%
Cc1noc(/C=C/N(C)C)c1S(=O)(=O)N1CCCC(C(=O)N2CCCCC2)C1 (stereo not drawn)	6%	-9%	-8%	-13%	-6%	1	-5%	0%	-7%	0.2%	0%
COc1cc(/C=C2\C(=N)N3N=C(S(C)(=O)=O)SC3=NC2=O)ccc1OCCOc1ccc(C)cc1	0%	7%	2%	-5%	-14%	-12	44%	2%	2%	0.4%	36%
COc1ccc(NC(=O)COC(=O)[C@@H](NC(=O)c2c(F)cccc2F)C(C)C)cc1	2%	18%	-4%	5%	-2%	-4	-8%	5%	-7%	-0.2%	-7%
Cc1ccc2c(c1)NC(=O)C(CC(=O)NCCCN1CCCC1)O2 (stereo not drawn)	4%	7%	-7%	3%	-2%	0	0%	6%	-1%	0.5%	-4%
O=C(CN1C(=O)c2ccccc2C1=O)N1CCOCC1	6%	20%	4%	1%	-3%	1	-3%	0%	1%	-0.5%	16%
Cc1ccc(N(C(C)C(=O)Nc2c(C)n(C)n(-c3ccccc3)c2=O)S(C)(=O)=O)cc1C (stereo not drawn)	0%	-11%	-1%	3%	0%	-1	8%	1%	-1%	-0.3%	9%
CCc1ccc(N/C(SC)=C(/C#N)C(N)=O)cc1	2%	1%	7%	.	-3%	0	20%	1%	-1%	-0.4%	0%
COc1ccc(NC(=O)CN(C)CC(=O)Nc2cccc(F)c2)cc1S(=O)(=O)N1CCCCC1	-1%	.	.	5%	-2%	.	-19%	.	.	.	-14%
Cc1cc(C)c(NC(=O)CSc2nc3[nH]ncc3c(=O)[nH]2)c(C)c1	4%	16%	-1%	3%	-1%	0	-9%	-1%	-7%	-0.2%	7%
CCOc1ccccc1N(CC(=O)NC1CCCCC1)S(=O)(=O)c1ccccc1	2%	-8%	-2%	.	1%	27	-20%	1%	-6%	-0.1%	33%
COc1ccc(S(=O)(=O)N2CCOCC2)cc1NC(=O)CC1CC2CCC1C2 (stereo not drawn)	0%	6%	8%	20%	7%	7	7%	-1%	5%	-0.6%	8%
COc1ccc(C2N=C(N)N=C(N)N2c2ccccc2OC)cc1OC (stereo not drawn)	-2%	1%	3%	3%	-3%	-3	2%	5%	1%	-3.1%	11%
O=C(O)CSc1nnc(CNc2ccc(Cl)cc2)n1Cc1ccccc1	6%	7%	-2%	0%	-3%	-6	0%	3%	1%	0.4%	-9%
O=C(OCCNC(=O)c1cc2ccccc2oc1=O)c1cccnc1	0%	-9%	13%	4%	-6%	0	5%	0%	1%	-1.1%	15%
O=C(Nc1ccccc1C(=O)O)c1ccc(Br)c(S(=O)(=O)NCc2ccccc2)c1	9%	9%	1%	-1%	-5%	-4	-26%	2%	-12%	-0.8%	-67%[inhibitor]
COc1cccc(NC(=O)c2cc([N+](=O)[O-])ccc2NCc2cccnc2)c1	-22%	9%	-25%	-6%	-1%	-1	-86%	2%	-1%	-0.1%	19%
O=C(O)c1ccc(-c2nnc(-c3cccc(Br)c3)o2)cc1	5%	3%	?	8%	-6%	-4	2.8µM*	-1%	?	-0.6%	-6%
Cc1cccc(N2CC3=C(C2=O)C(c2ccccc2)NC(=O)N3C)c1 (stereo not drawn)	-3%	11%	-13%	-3%	-2%	0	-23%	-3%	3%	-0.1%	-10%
CCOC(=O)CC(=O)CSc1nc2c(cc1C#N)CCCCCC2	61%[activator]	14%	5%	1%	-6%	5	1%	4%	-1%	0.0%	-6%[7.66 µM]
COc1ccc(S(=O)(=O)N(C)C[C@H]2Oc3c(NC(=O)C4CCCCC4)cccc3C(=O)N([C@H](C)CO)C[C@@H]2C)cc1	-1%	-1%	-9%	-9%	-4%	.	-7%	0%	1%	0.4%	0%
Cc1ccc(N(CC(=O)NC(C)c2ccccc2)S(=O)(=O)c2c(C)noc2C)cc1 (stereo not drawn)	0%	-6%	-4%	-9%	-1%	-2	-9%&-6%	1%	0%	-0.4%	26%
CS(=O)(=O)Nc1ccccc1NS(C)(=O)=O	4%	-4%	3%	-2%	0%	-3	-2%	3%	1%	-0.1%	9%
COc1ccc(Cl)cc1-c1nc(SCC(=O)N(C)C)n[nH]1	0%	1%	-2%	0%	0%	0	-27%	1%	4%	-0.2%	14%
CCn1c(C)nc2cc(C(=O)NNC(=S)Nc3ccc(F)cc3)ccc21	-2%	-8%	10%	6%	-5%	.	10µM*	3%	13%	-0.6%	27%
CCOc1cc(C(=O)OCC(=O)Nc2ccc(F)cc2Cl)ccc1OCC(=O)N1CCOCC1	1%	-23%	-7%	0%	0%	-1	-4%	2%	0%	-3.5%	9%
CCOC(=O)c1cc2c(=O)n3ccccc3nc2n(CCCOC)c1=NC(=O)c1ccncc1	.	6%	7%	-5%	-1%	3	3%	7%	-11%	-0.3%	-16%
CC1=C(C)CC(C(=O)NC2CCCC2)C(C(=O)O)C1 (stereo not drawn)	2%	7%	.	9%	-1%	-5	4%	1%	1%	-0.4%	35%
CCOP(=O)(OCC)c1ccc2ccc3ccccc3c(=O)c2c1	-4%	2%	-5%	6%	-15%	.	-14%	-2%	-3%	-0.6%	.
